Screening data (PubChem)
FUS yeast rescue = qHTS for Suppressors of FUS Proteinopathy: Primary screen using FUS-linked yeast assay; S. cerevisiae FUS-expressing, growth rescue, OD600, 24 h; Potency, µM (top dose mostly 76.6 µM), without a hit: at the highest dose growth rescue (activation), hits mostly activators; hit rate 0.24% among 390,000;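 further: potency means the concentration at half of the fitted maximal effect; plate controls were DMSO vehicle for no effect and reference control for full effect; nearly all actives have a fitted effect of over 55% in size; some results filed as inactive show a strong effect at the top dose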
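Restored growth of FUS-toxic S. cerevisiae, read as 600 nm absorbance after 24 h at 30C in galactose medium (starting OD 0.005). Controls CP55940 and DMSO.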
HEK293 tox = qHTS of GLP-1 Receptor Inverse Agonists: Cytotox Screen; HEK293 cAMP-luciferase reporter cells, luminescence, 24 h; Potency, µM (highest dose often 38.3 µM), for inactives: at the highest dose activity change, negative = inhibition, most hits filed as inhibitors; hit rate 0.13% among 410,000;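 further: loss of luciferase light is scored as toxicity; potency means the concentration at half of the fitted maximal effect; on the % scale 0 is the no-effect control and ±100 the full control effect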
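Cells in DMEM/10% Nu serum/1% pen-strep, 1536-well format. Pre-incubated 12 h, dosed with 23 nL compound, incubated a further 24 h. Luciferase detection, 12 min at room temp, luminescence.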
Abeta rescue = qHTS for compounds that reverse cellular toxicity of Amyloid beta (A-beta) peptide in yeast: Primary Screen. yeast expressing A-beta42, growth rescue, OD600, 48 h; response scale: 0% DMSO, 100% iron-clioquinol control. Potency, µM (highest dose often 46.1 µM), without a hit: top-dose growth rescue, usual class: activators. hit rate 0.063% among 410,000. AID 1347071, 2019; further: potency means the concentration at half of the fitted maximal effect; nearly all actives have a fitted effect of over 55% in size
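Yeast A-beta toxicity model in growth medium with pinned compounds, 48 h at 30 C; growth read as absorbance at 600 nm. Normalized to FeCl3/clioquinol equimolar mix (positive) and DMSO (negative).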
TDP-43 yeast inh = qHTS of TDP-43 Inhibitors; AID 652104, 2013; Potency, µM (top dose mostly 46.1 µM), for the others: at the highest dose growth rescue (activation), actives largely listed as activators; hit rate 1.8% among 410,000; TDP-43 expressing yeast growth rescue, BacTiter-Glo, 24 h; further: potency means the concentration at half of the fitted maximal effect; % of control where 0% means no effect; nearly all actives have a fitted effect of over 50% in size
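Galactose-induced TDP-43 yeast, OD600=0.02, compound pinned; 24 hr, 30 deg C; BacTiter-Glo luminescence for growth. Inhibitors of TDP-43 toxicity read as activators.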
aSyn yeast inh = qHTS of alpha-syn Inhibitors; Yeast expressing alpha-synuclein, growth rescue, BacTiter-Glo, 24 h; Potency, µM (top dose mostly 46.1 µM), for the others: at the top dose growth rescue (activation), usual class: activators; hit rate 0.14% among 370,000; AID 652106, 2013; further: potency means the concentration at half of the fitted maximal effect; % of control where 0% means no effect; nearly all actives have a fitted effect of over 65% in size
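Readout is rescue of growth in alpha-synuclein-expressing yeast, so inhibitors of toxicity appear as activators. Growth after 24 hr at 30 deg C in galactose medium is quantified by luminescence.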
GLP-1R inv ag = qHTS of GLP-1 Receptor Inverse Agonists (Inhibition Mode) | Glucagon-like peptide 1 receptor (Homo sapiens), P43220 | HEK293 GLP-1R CRE-luciferase, luminescence, 24 h; GLP-1R form is constitutively active | Potency, µM (top dose mostly 38.3 µM), for the others: at the top dose activity change, negative = inhibition, actives largely listed as inhibitors | hit rate 1.6% among 410,000; further: potency means the concentration at half of the fitted maximal effect; on the % scale 0 is the no-effect control and ±100 the full control effect; nearly all actives have a fitted effect of over 55% in size
Target sequence (P43220 whole entry, looked up): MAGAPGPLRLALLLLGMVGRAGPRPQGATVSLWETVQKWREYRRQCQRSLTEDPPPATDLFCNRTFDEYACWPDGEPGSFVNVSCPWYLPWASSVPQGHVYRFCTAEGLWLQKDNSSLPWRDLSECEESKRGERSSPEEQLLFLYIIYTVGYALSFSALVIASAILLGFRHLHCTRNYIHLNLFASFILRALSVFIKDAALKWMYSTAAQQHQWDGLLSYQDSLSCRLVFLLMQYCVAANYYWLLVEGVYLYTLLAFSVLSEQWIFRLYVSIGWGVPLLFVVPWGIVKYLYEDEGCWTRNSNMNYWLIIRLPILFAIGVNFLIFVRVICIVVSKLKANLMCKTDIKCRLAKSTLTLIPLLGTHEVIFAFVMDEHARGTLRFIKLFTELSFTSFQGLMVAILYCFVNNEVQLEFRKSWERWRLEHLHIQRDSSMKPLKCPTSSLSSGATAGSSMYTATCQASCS
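Assay principle: reduced luminescence from a cAMP-responsive reporter in HEK293 cells co-expressing a constitutively active GLP-1R. Conditions: 24 hr compound incubation, 37 deg C, 5% CO2.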
pAkt inh = HTS Assay for Inhibitors of Akt Phophorylation: Primary Screen | Neuro2A IGF-stimulated pAkt S473 HTRF, 20 min; active compounds read low | activity change, % for hits at 50 µM | hit rate 0.32% among 360,000; in the data active means activity change below about -80%; inconclusive means mostly about -51% to -80%; further: on the % scale 0 is the no-effect control and ±100 the full control effect
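Neuro2A cells (4,500/well, DMEM with 0.5% FBS) were treated with compound at a single 50 µM final concentration, stimulated with 6 nM IGF for 20 min at 37 °C, and lysed. Phospho-Akt Ser473 was read by HTRF as 665/615 ratio ×10^4.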
MmCpn inh = Inhibitors of TCP-1 ring complex (TRiC) of Methanococcus maripaludis (MmCpn): qHTS; Chaperonin Mm-Cpn (Methanococcus maripaludis); purified Mm-Cpn ATPase, ADP Transcreener TR-FRET; Potency, µM (titrated, usually from 76.9 µM), inactives show top-dose activity, negative = inhibition, most hits filed as inhibitors; hit rate 0.031% among 330,000; further: potency means the concentration at half of the fitted maximal effect; on the % scale 0 is the no-effect control and ±100 the full control effect; nearly all actives have a fitted effect of over 80% in size
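Eu-cryptate anti-ADP/ADP-d2 competition gives a ratio inversely related to ADP. Enzyme at 25 nM was pre-exposed to compound for 10 min, then given 10 uM ATP for 30 min, 37°C throughout.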
PTHR1 ag = qHTS for PTHR1 Agonists: Primary Screen; Parathyroid hormone/parathyroid hormone-related peptide receptor (Homo sapiens), Q03431; HEK293 GP2 PTHR1 cells, GloSensor cAMP luminescence, 1 h; Potency, µM (top dose mostly 115 µM), inactives show at the top dose activation, hits mostly activators; hit rate 0.075% among 410,000; AID 743266, 2014; further: potency means the concentration at half of the fitted maximal effect; nearly all actives have a fitted effect of over 55% in size; some results filed as inactive show a strong effect at the top dose; inactives centre near -15; many of its hits are not listed in these tables
Target sequence (Q03431 whole entry, looked up): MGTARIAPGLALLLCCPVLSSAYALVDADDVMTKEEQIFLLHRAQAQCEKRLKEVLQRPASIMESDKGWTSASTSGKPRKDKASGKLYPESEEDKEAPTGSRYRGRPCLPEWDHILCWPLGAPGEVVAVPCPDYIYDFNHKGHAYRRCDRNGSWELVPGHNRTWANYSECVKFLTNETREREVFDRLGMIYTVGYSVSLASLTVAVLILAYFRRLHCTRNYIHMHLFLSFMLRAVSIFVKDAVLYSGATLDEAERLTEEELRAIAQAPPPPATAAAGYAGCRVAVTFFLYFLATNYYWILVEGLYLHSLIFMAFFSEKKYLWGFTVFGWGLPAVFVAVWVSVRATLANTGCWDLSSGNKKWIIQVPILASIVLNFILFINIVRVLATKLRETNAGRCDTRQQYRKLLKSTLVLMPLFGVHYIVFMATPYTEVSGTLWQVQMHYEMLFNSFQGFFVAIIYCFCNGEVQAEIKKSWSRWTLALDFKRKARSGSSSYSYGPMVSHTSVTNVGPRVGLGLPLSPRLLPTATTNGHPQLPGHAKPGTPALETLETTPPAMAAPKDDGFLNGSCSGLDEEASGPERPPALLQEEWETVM
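HEK-293-derived GP2 cells expressing PTHR1 and a GloSensor cAMP reporter, 3,000/well, plated overnight, given luciferin plus IBMX (each 0.5 mM as added) for 1 h at 37 °C, then compound for 1 h at 37 °C. Luminescence was read after 15 min at room temperature.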
Starred values were filed as active, the others as inactive; i = inactive; ? = inconclusive; . = not tested or not shown; [ ] = another dose, or the depositor's remark. Unless noted, the call rests on the fitted dose curve; in most records, active means well fitted curve in the direction sought with a large enough effect; inconclusive means small, poorly fitted or top-dose-only effect, or another doubt; inactive means no such curve, though single readings can be large; an effect the other way counts as inactive or inconclusive. A portion of the library; the hit share may differ from the screen's.

smiles	MmCpn inh	pAkt inh	PTHR1 ag	HEK293 tox	Abeta rescue	TDP-43 yeast inh	GLP-1R inv ag	aSyn yeast inh	FUS yeast rescue
CN(C)CCN1CCN(C2CN(C3CCCCC3)S(=O)(=O)C2)CC1 (stereo not given)	.	i	-15%	-5%	-23%	-2%	-24%	-10%	-24%
Cc1ccc(CC(=O)Nc2cccc(C#N)c2)cc1	-2%	i	i	?	0%	21%	-2%	-1%	.
CCc1n[n+](CC(=O)c2ccccc2)c(N)s1	3%	i	-33%[inhibitor]	7%	-22%	10%	?	-15%	-7%
Cc1csc(NC(=O)[C@@H]2CCCN2C(=O)c2cccs2)n1	0%	i	20%	-4%	3%	-19%[0.397 µM]	-27%	-1%	21%
COc1cc(-c2cc(N)n(S(=O)(=O)c3ccc(F)cc3)n2)cc(OC)c1OC	0%	i	-27%	-1%	-1%	20%	?	-5%	3%
COc1ccc2cc(C(C)=O)c(=O)oc2c1	-7%	i	-7%	7%[1.53 µM]	-3%	-5%	2%	0%	-11%
O=C(CN1C(=O)NC2(CCCCC2)C1=O)Nc1ccc(Cl)cc1	1%	i	i	1%	-6%	1%	?	-16%	-8%
CC(C)C[C@H](NC(=O)OC(C)(C)C)C(=O)N/N=C/C1=Cc2ccccc2OC1C (stereo not given in full)	0%	i	i	?	-4%	-17%	?	21%	?
Cc1cc(-c2csc(NCc3ccccc3)n2)c(C)n1C	0%	i	i	-16%	-4%	-11%	11%	2%	30%
COC(=O)c1cccc(NC(=O)CSc2nnnn2C)c1	0%	i	i	-17%	17%	-4%	2%	2%	-4%
Cn1c(=O)c2c(ncn2CC(=O)OCCCC(=O)c2ccc(Br)cc2)n(C)c1=O	0%	i	-30%	-2%	0%	-7%	-12%	1%	5%
CCN(CC)S(=O)(=O)c1ccc(Cl)c(OC)c1	-1%	i	-7%[57.5 µM]	4%	26%	17%	-13%	13%	6%
CC(=O)Nc1nc2nc(-c3ccccc3)cc(-c3ccccc3)n2n1	-4%	i	i	-3%	5%	24%	21%	1%	27%
O=C(O/N=C1/CCCc2occc21)c1ccc(Cl)cc1Cl	-1%	i	-27%	-1%	-3%	6%	8%	0%	-11%
Cn1c(SCc2ccc(F)cc2)nnc1-c1cnccn1	-1%	i	i	9%	-13%	10%	27%	6%	-17%
Cn1c(SCC(=O)NC(=O)c2cccc([N+](=O)[O-])c2)nnc1-c1ccc(F)cc1	-5%	i	-14%	0%	18%	12%	23%	0%	.
CCOc1c2ccc(C(=O)NC3CCCc4ccccc43)cc2nn1CC (stereo not given)	2%	i	-26%	0%	5%	?	-14%	1%	-4%
CCN1C(=O)/C(=C\c2ccc3c(c2)OCO3)C(C(=O)OC)=C1C	2%	i	-2%[57.5 µM]	-6%	-6%	10%	-25%	18%	1%
O=C(CCNC(=O)c1ccc([N+](=O)[O-])cc1)Nc1ccc(F)cc1	5%	i	i	-10%	-10%	-10%	-3%	0%	7%
Cc1cc(Cl)ccc1NC(=S)NCC(C)C	0%	i	-21%	5%	12%	17%	?	-1%	-2%
CCc1ccccc1NC(=O)c1cc(-c2ccco2)on1	?	i	i	-1%	-5%	?	15%	0%	4%
Cc1cnc2cc(Cl)ccc2c1SCC(=O)O	-3%	i	i	-7%	5%	6%	-5%	-1%	-33%
CCCc1ncc(C(O)c2cccc(OC)c2)n1C (stereo not given)	1%	i	i	-2%	-4%	4%	-8%	0%	-4%
Cc1ccccc1C(=O)N1N=C(c2ccc(NS(C)(=O)=O)cc2)CC1c1cccs1 (stereo not given)	0%	i	i	-5%	-1%	4%	-15%	7%	?
C#CCn1c(=NC(=O)c2cccs2)sc2cccc(OCC)c21	0%	i	-18%	12%	4%	22%	31%[activator]	-2%	-16%
COC(=O)c1cc(C)nc(Nc2nc(C(N)Cc3ccc(Cl)cc3)cs2)n1 (stereo not given)	.	i	-95%[inhibitor]	-17%	3%	25%	19%	0%	43%
N#Cc1ncccc1CCc1cccc(Cl)c1	.	i	i	-4%	17%	?	-18%	2%	-5%
O=C(NN=C1C2CC3CC1CC(Cl)(C3)C2)c1ccccn1	-2%	i	-8%	6%	-11%	-2%	-4%	0%	-26%
O=C(O)C1CCN(S(=O)(=O)c2cccc3nsnc23)CC1	-2%	i	i	-3%	-2%	4%	-6%	1%	7%
O=C(CN1C(=O)C2C3C=CC(C3)C2C1=O)NCCC1=CCCCC1 (stereo not given)	0%	i	2%	8%	0%	3%	2%	-1%	-16%
COc1ccc(OC)c(C2=Nn3c(nnc3-c3ccncc3)SC2)c1	.	i	-10%	30%	-2%	18%	64%[activator]	2%	30%
CC(CNC(=O)CN1C(=O)COc2ccc(S(=O)(=O)N3CCCCCC3)cc21)c1ccccc1 (stereo not given)	.	.	i	-7%	-2%	17%	?	.	40%
CSc1nc(C)c2c(n1)N(c1cccc(C)c1)CC2	0%	i	-16%[57.5 µM]	13%	-29%	0%	-26%	0%	11%
Cc1nn2c(N3CCOCC3)c3c(nc2c1-c1ccccc1)CCCC3	4%	i	-2%[57.5 µM]	-1%	?	?	?	-8%	-17%
Cc1c(C)c2ccc(OCC(=O)N3CC[C@@]4(O)CCCC[C@H]4C3)cc2oc1=O	0%	i	i	2%	-1%	25%	29%	3%	5%
Cc1nn(-c2ccc(F)cc2)c(Cl)c1/C=C/C(=O)OCC(=O)Nc1c(F)c(F)c(F)c(F)c1F	-8%	i	i	24%	0%	7%	4%	9%	5%

Ordered by value in MmCpn inh (low to high): three of the compounds above.
| Compound | MmCpn inh |
| --- | --- |
| O=C(NN=C1C2CC3CC1CC(Cl)(C3)C2)c1ccccn1 | -2% |
| Cc1c(C)c2ccc(OCC(=O)N3CC[C@@]4(O)CCCC[C@H]4C3)cc2oc1=O | 0% |
| Cc1nn2c(N3CCOCC3)c3c(nc2c1-c1ccccc1)CCCC3 | 4% |

Next section
smiles	MmCpn inh	pAkt inh	PTHR1 ag	HEK293 tox	Abeta rescue	TDP-43 yeast inh	GLP-1R inv ag	aSyn yeast inh	FUS yeast rescue
CC1=C(C(=O)OCc2ccc3c(c2)OCO3)C(c2cccc([N+](=O)[O-])c2)NC(=O)N1 (stereo not given)	0%	i	-38%[inhibitor]	-15%	-2%	19%	-27%	3%	-10%
O=C(c1ccc(Cl)cc1)c1c[nH]c(C(=O)C(Cl)(Cl)Cl)c1	1%	i	i	-10%	-23%	-20%	0%	0%	13%
N#CCCN1CCN(S(=O)(=O)c2ccc(S(=O)(=O)N3CCOCC3)cc2)CC1	-1%	i	3%	10%	-12%	21%	-3%	0%	-10%
COc1ccc(N(C)C(=O)Cc2c(C(=O)O)[nH]c3ccccc23)cc1	-4%	i	i	-17%	10%	-16%	-7%	3%	5%
COc1ccc(C(C)NC(=O)CCc2ccccc2)cc1 (stereo not given)	-2%	i	-36%	12%	12%	-1%	10%	5%	5%
COc1ccccc1CN1C(=O)C(=O)N(Cc2cccc(C)c2)C1=O	2%	i	i	-6%	15%	0%	-16%	3%	-4%
Oc1ccc(Cl)cc1C=NN1CCCCCC1	.	i	-2%	1%	-4%	0%	?	-3%	-9%
Cc1ccc(-c2cc(C(=O)NCCc3ccccc3)c3ccccc3n2)cc1C	.	.	-18%	7%	-7%	10%	8%	.	-16%
CC(=O)Nc1ccc(-n2nnnc2SCC(=O)NC2CCCC2)cc1	0%	i	0%	6%	-1%	-22%	-15%	0%	10%
COc1ccccc1C1NC(c2ccccc2OC)C(C)C(=O)C1C (stereo not given)	-3%	i	-6%[57.5 µM]	2%	-4%	-15%	0%	8%	13%
Cc1ccc(O)c(C(=O)c2cnc3onc(-c4ccc(F)cc4)c3c2)c1	1%	i	-49%[inhibitor]	13%	-7%	7%	?	-1%	.
CCC(C(=O)NC(C)(C)C)n1c(C(c2ccccc2)c2ccccc2)nc2ccccc21 (stereo not given)	.	i	i	2%	12%	15%	-19%	0%	1%
COc1cc(C(=O)N(Cc2ccc(F)cc2)Cc2ccco2)cc(OC)c1OC	.	.	?	-10%	-13%	-2%	-24%	.	19%
COc1ccc(NC(=O)CN(C)C(=O)c2ccc(N3CCCCCC3)c([N+](=O)[O-])c2)cc1	3%	i	-14%	?	20%	19%	?	1%	35%
Cc1[nH]nc(SCC(=O)NC(C)c2ccccc2)c1[N+](=O)[O-] (stereo not given)	2%	i	i	5%	4%	12%	16%	-4%	.
CCc1ccc(NC(=O)C(=O)NCC2CCCN2S(=O)(=O)c2ccccc2)cc1 (stereo not given)	-1%	i	-44%[inhibitor]	-24%	14%	25%	?	9%	?
